TDP2 inh: blocks human TDP2 phosphodiesterase activity. 370,000 tested, 0.34% active. inhibition, % at 12.8 µM. recombinant TDP2, T5PNP hydrolysis, p-nitrophenol absorbance 415 nm. AID 720702;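 active means inhibition above the mean of all tested compounds plus 3 SD, set per campaign, cut at about 25% in these data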;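 further: 0% = DMSO with enzyme and 100% = buffer with substrate but no TDP2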
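Material: recombinant human TDP2; quantity: TDP2 enzyme at 120 nM final; medium: Tris-HCl pH 7.5 with MgCl2; compound: single concentration, 12.8 µM nominal, with 1% DMSO; incubation: 2 h enzyme incubation at 37 °C; signal: epi absorbance; measure: percent inhibition; benchmarks: high control without enzyme, low control DMSO plus TDP2; repeats: singlicate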
mABHD4 FP: ABHD4 (mouse) inhibition, primary FP screen; inhibition, % at 8.92 µM; 370,000 tested, 0.54% active; AID 720543; purified mABHD4, FP-Rh probe fluorescence polarization;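 active means inhibition exceeding the mean over every tested compound plus 3 SD, cut at about 30% in these data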;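 further: 0% = plate median of compound wells and 100% = S159A mutant with DMSO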
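System: mouse ABHD4 enzyme, wild type / Medium: HEPES pH 7.0, NaCl, Pluronic buffer / Reagent: FP-Rh activity-based fluorescent probe / Control set: S159A mutant high control, sample median low control / Detection: fluorescence polarization with parallel and perpendicular emission, 525/598 nm / Schedule: 45 min + 60 min at 25 °C / Compound dosing: 8.92 µM, single dose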
TCR-CD3 inh: blocks the human TCR-CD3 interaction. inhibition, % at 9.4 µM. TAMRA-labeled TCR probe fluorescence, biochemical. 360,000 tested, 0.37% active; in the data active means inhibition above about 19%;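 further: recombinant mutant TCR 2C K166C tagged with TAMRA read by polarization; 0% = receptor in buffer alone and 100% = receptor with positive control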
rCAG RNA binder: molecules binding r(CAG) RNA repeats. r(CAG) RNA repeat, TO-PRO-1 dye displacement fluorescence. inhibition, % at 3 µM. 370,000 tested, 1.3% active;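 active means inhibition above the plate cutoff, the mean of all test compounds on that plate plus 3 SD, cut at about 35% in these data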;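 further: 0% = DMSO alone and 100% = 100 µM mitoxantrone as full dye displacement; higher means more dye released from RNA so lower well fluorescence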
PRMT1 FP inh: blocks human protein arginine methyltransferase 1; Q99873; recombinant PRMT1, activity-based probe fluorescence polarization; inhibition, % at 2.79 µM; 370,000 tested, 1.3% active;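 active means inhibition above about 21% made by adding two undisclosed values, limit read from the data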
Target sequence (Q99873 whole entry, looked up): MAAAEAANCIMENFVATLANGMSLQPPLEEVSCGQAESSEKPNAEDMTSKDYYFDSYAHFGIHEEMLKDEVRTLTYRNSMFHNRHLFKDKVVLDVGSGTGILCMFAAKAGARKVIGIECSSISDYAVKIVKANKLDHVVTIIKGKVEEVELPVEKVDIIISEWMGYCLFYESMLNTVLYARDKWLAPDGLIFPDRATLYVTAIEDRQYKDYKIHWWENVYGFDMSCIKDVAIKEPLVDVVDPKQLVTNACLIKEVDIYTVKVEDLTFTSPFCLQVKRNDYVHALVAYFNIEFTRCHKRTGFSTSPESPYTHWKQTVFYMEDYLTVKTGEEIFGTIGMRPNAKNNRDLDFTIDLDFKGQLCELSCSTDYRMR
GC-B act: GC-B (human) receptor activation | 370,000 tested, 0.11% active | AID 1920062 | HEK293-GC-B cells, CNP EC30, cGMP TR-FRET; 0% at EC30 CNP, 100% saturating CNP | activation, % at 10 µM;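 active means activation at 10 µM reaching about 35% in either raw or pattern-adjusted values, limit read from the data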
MBD2 DNA inh: blocks human MBD2 binding to methylated DNA | TR-FRET, MBD2 binding to methylated oligonucleotide | Q9UBB5 | inhibition, % at 4.4 µM | 370,000 tested, 0.31% active; in the data active means inhibition above about 13%
LEDGF integ inh: blocks HIV-1 LEDGF/p75-dependent DNA integration | 370,000 tested, 0.64% active | TR-FRET IN-LEDGF/p75 DNA integration, Eu/Cy5 | AID 743269 | inhibition, % at 3.7 µM;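 active means inhibition above the screen-wide mean plus 3 SD, cut at about 13% in these data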;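 further: signal is the Cy5 over europium emission ratio at 671 and 618 nm; 0% = plate median of compound wells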
HTRA1 inhibitor: HTRA1 (human) protease inhibition; recombinant HTRA1, FP-rhodamine activity-based probe, fluorescence polarization; AID 504803; 340,000 tested, 0.5% active; Q92743; inhibition, % at 5.96 µM; in the data active means inhibition above about 36%;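 further: 0% = enzyme with DMSO and 100% = wells lacking enzyme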
Target sequence (Q92743 whole entry, looked up): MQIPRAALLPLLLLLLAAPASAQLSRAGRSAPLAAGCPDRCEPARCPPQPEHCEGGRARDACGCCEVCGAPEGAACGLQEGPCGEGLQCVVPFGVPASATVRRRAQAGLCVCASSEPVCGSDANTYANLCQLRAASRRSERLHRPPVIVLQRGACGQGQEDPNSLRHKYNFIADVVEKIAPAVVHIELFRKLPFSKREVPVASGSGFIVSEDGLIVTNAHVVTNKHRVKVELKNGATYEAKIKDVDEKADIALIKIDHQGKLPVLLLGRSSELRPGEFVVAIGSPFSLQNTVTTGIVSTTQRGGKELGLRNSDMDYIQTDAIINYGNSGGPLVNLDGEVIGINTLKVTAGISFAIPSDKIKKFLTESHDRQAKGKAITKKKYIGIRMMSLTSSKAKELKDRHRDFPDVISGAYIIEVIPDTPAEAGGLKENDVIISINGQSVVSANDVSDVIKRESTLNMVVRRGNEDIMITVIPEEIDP
SIAE primary: inhibitors of human sialic acid acetylesterase SIAE. AID 1053197. Q9HAT2. 370,000 tested, 0.69% active. inhibition, % at 9.66 µM. SIAE FP-Rh probe binding, fluorescence polarization;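 active means inhibition above a cutoff: mean of compounds within the control limits plus 3 SD of those, cut at about 17% in these data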;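 further: 0% = plate median of compound wells and 100% = probe without SIAE protein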
Starred values were filed as active, the others as inactive; x = no result given.

SMILES	TDP2 inh	mABHD4 FP	TCR-CD3 inh	rCAG RNA binder	PRMT1 FP inh	GC-B act	MBD2 DNA inh	LEDGF integ inh	HTRA1 inhibitor	SIAE primary
Oc1ccc(C[C@@H]2CNCCN2CCC23CC4CC(CC(C4)C2)C3)cc1	-3	4	-4	11	3	-6	3	-1	3	5
Nc1sc(-c2ccccc2)cc1C(=O)NCCc1c[nH]c2ccccc12	-10	1	-2	16	5	8	-7	2	x	26*
O=C(NNC(=O)c1ccc(Cl)c([N+](=O)[O-])c1)c1ccncc1	-6	5	-5	-1	3	7	-2	-2	-2	5
COCC#Cc1ccc2c(c1)O[C@@H](CN(C)C(=O)Nc1ccc(OC)cc1)[C@H](C)CN([C@H](C)CO)S2(=O)=O	8	-6	1	1	1	-1	-8	0	4	7
CC(C)=Nc1ccccc1C1COC(=O)C1=N (stereo unspecified)	-9	-7	2	1	2	1	1	-1	1	-4
COc1ccc2cc3c(N)nn(C(=O)c4ccc(F)cc4)c3nc2c1	-3	-6	3	2	-4	3	-6	4	-27	2
COc1ccc(-n2c(SCC(=O)Nc3ccccc3C)nc(O)c(Cc3ccccc3)c2=O)cc1	0	-4	-1	17	17	-2	0	-1	2	-5
NS(=O)(=O)c1ccc(CCNC(=O)Cc2ccc(S(=O)(=O)N3CCOCC3)s2)cc1	11	1	-1	13	3	0	-5	1	8	-2
COc1ccc(-c2ccc3c(c2)S(=O)(=O)c2cccc(C(=O)N4CCN(c5ccc(Cl)cn5)CC4)c2C3=O)cc1OC	0	13	-9	16	5	7	4	2	-7	3
O=C(Cc1ccc(Cl)cc1)NCC(=O)N1CCC2(CC1)NCCc1[nH]cnc12	-4	-3	-2	6	2	2	-1	-3	3	6
O=C(NC(=S)N1CCOCC1)c1cc2ccccc2o1	8	-5	-4	-3	3	2	-1	-6	7	3
O=C(CN1C(=O)COc2ccc(Cl)cc21)NC1CC1	1	-7	9	0	0	1	0	2	-2	-4
COc1cccc(NC(=O)N2CCC(NC(=O)C3CCCCC3)CC2)c1	-4	-1	5	-3	-8	5	6	0	1	6
O=C(/C=C/c1cn(-c2ccccc2)nc1-c1cccnc1)NCCN1CCOCC1	-16	-4	-8	-4	8	0	1	-1	2	-8
Cc1cc(=O)[nH]c(Nc2ccc(C(=O)OC(C)C)cc2)n1	1	5	5	18	-3	2	2	-1	-5	-6
CCOC(=O)c1ccccc1NC(=O)CN1C(=O)NC(C)(CCc2ccccc2)C1=O (stereo unspecified)	10	0	-5	-5	0	-4	4	-5	-11	-5
COC(=O)c1ccccc1NC(=O)CN(Cc1ccccc1)S(C)(=O)=O	2	5	1	-6	1	-9	-1	12	-2	3
COC(CNC(=O)c1cc(C(=O)c2c(-c3c(Cl)cccc3Cl)noc2C)c[nH]1)OC	-4	1	1	-5	0	-1	-1	-1	0	5
Cc1ccc(S(=O)(=O)Nc2ccccc2C=Nc2cccc(C)c2C)cc1	4	7	1	4	-2	-2	-3	11	-21	-3
CN(C)S(=O)(=O)c1ccc(Cl)c(NC(=O)COC(=O)[C@@H]2CCCN2C(=O)c2cccs2)c1	3	0	1	-2	-5	-2	2	3	1	-5
CCCOC(=O)/C(C)=N\NC(=O)c1ccco1	9	2	-6	0	2	-1	1	-1	3	-3
CCCc1c(C)c2ccc(OCC(C)=O)cc2oc1=O	2	-2	5	-2	-5	3	-7	2	-8	-4
O=C(CN(C1CCCCC1)S(=O)(=O)c1ccccc1)N1CCCC1	-7	4	6	-2	-3	-9	3	-2	3	1
O=C(NCC(=O)N1CCN(c2cccc(Cl)c2)CC1)c1ccc(Br)o1	-20	-3	-4	-6	-5	-6	-3	0	-3	-3
COC(=O)c1ccccc1NC(=O)c1cc2ccccc2o1	-2	-2	-6	1	0	-1	4	-5	-16	-15
(continued)
SMILES	TDP2 inh	mABHD4 FP	TCR-CD3 inh	rCAG RNA binder	PRMT1 FP inh	GC-B act	MBD2 DNA inh	LEDGF integ inh	HTRA1 inhibitor	SIAE primary
O=C(CSc1nnc(Cn2cnc3ccccc32)o1)Nc1cccc2ccccc12	-3	4	3	4	6	1	-3	1	-3	1
CC(C)Cn1c(O)c2ccc(C(=O)N=NC(=O)c3cccnc3)cc2c1O	-7	-2	-5	0	3	4	4	-6	6	2
CCN(CC)CC(C(=O)N(CC)CC)P(=O)(c1ccccc1)c1ccccc1 (stereo unspecified)	-3	0	4	-1	-1	-9	3	-1	5	6
Cc1csc(N2CCCC2c2nc3cc(C(F)(F)F)ccc3n2CCOCCO)n1 (stereo unspecified)	3	9	2	7	2	-1	-4	-3	-4	2
COc1ccc(C(C(=O)NCc2ccc(F)cc2)N(C(=O)c2csnn2)C2CC2)cc1 (stereo unspecified)	-6	-3	0	-1	-4	-6	-2	4	-3	-2
CCOC(=O)Nc1ccc2c(c1)N(CCCN(C)C)c1ccccc1CC2	-3	7	-8	-8	2	-3	-1	-8	13	2
CC1Cn2c(nc(=O)c3c2NCN(CCc2ccccc2)C3)S1 (stereo unspecified)	-12	8	1	2	2	2	-1	3	-4	1
CCOc1ccc(-n2c(-c3ccc(OC)cc3)c[n+]3c2CCCCC3)cc1	4	0	0	0	-2	-1	-4	-1	11	-7
O=C1CCN(c2ccc([N+](=O)[O-])cc2F)CC1	-7	1	-2	1	-1	-1	-4	1	11	2
Cn1c(SC/C=C/c2ccccc2)nnc1-c1cnccn1	-4	1	-2	0	-1	0	-2	0	0	7
Nn1c(Nc2ccccc2)nc2ccccc2c1=O	9	-2	4	0	1	-1	2	-1	0	-3
COC(=O)c1sc(S(=O)(=O)NC(Cc2ccccc2)C(=O)O)c(C(=O)OC)c1C (stereo unspecified)	-9	-2	-10	9	-4	-1	-3	1	-5	-3
O=C(/C=C/c1cccs1)N1CCC2(CC1)Oc1ccc(Cl)cc1C(=O)C21CC(c2ccccc2)=NO1 (stereo unspecified)	-9	-6	4	11	2	4	-3	-1	-24	-6
O=C(NNC(=O)c1c(O)c2ccccc2[nH]c1=O)c1ccccc1	20	0	41*	1	-1	2	-4	2	6	6
COc1ccc(-c2nc(SCC(=O)Nc3nccs3)c(-c3ccc(Cl)cc3)[nH]2)cc1	3	-9	0	10	1	-4	-6	0	-11	13
CCCCC(=O)OCC(=O)c1[nH]c(C)c(C(C)=O)c1C	-14	-12	-4	-2	18	0	8	-9	-2	-8
O=C(CCc1ccccc1)NCCCNC(=O)CCc1ccccc1	-8	-14	-7	2	7	-3	10	-8	-2	-5
CCSc1nnc(NC(=O)[C@H](C)N2C(=O)C3CC=CCC3C2=O)s1 (stereo partly specified)	1	-2	2	0	-1	1	3	0	3	5
C=CCN(C(=O)Nc1ccc(OC)cc1)c1nnc(-c2ccncc2)s1	-14	-3	-5	2	2	-1	2	-2	-5	-8
COCCNC(=O)C1(C)CCCN(C(=O)c2cc(F)ccc2C)C1 (stereo unspecified)	7	5	-4	0	2	1	1	-4	x	1
O=C(CSc1cccc2cccc(Cl)c12)NCc1cccs1	11	-11	-2	4	-2	-1	2	0	-33	-2
CCOC(=O)CSc1nc2nc(Cl)c(Cl)nc2[nH]1	2	6	0	1	6	5	8	0	4	2
CCN(c1ccccc1)S(=O)(=O)c1ccc(Cl)c(C(=O)OCC(=O)c2[nH]c(C)c(C(C)=O)c2C)c1	-2	-6	4	5	-1	-2	-3	3	-22	5
CC1(C)CC(=O)C2=C(C1)Nc1ncnn1C2c1ccccn1 (stereo unspecified)	-5	6	2	1	0	9	-2	1	-2	-1
O=C(Cc1ccccc1[N+](=O)[O-])NCc1ccc2c(c1)OCO2	-10	4	-7	1	1	5	1	0	9	6
CCCCOc1ccc(CN2CCSCC2)cc1	19	7	-5	-7	5	3	3	-4	7	-4
O=C(N/N=C/c1ccco1)c1cc(-c2ccccc2)n[nH]1	0	-5	6	5	1	-1	-10	-2	-21	1
N#CCCNC(=O)Cn1c(COc2ccc(Cl)cc2)nc2ccccc21	-11	-6	-4	-3	5	-2	6	-4	13	-7
O=C(OCC(=O)N1CCc2ccccc21)c1cccnc1	17	-3	6	4	0	2	2	-2	8	-1
CCCCOc1ccc(-c2n[nH]c(=S)n2Cc2ccccc2)cc1	-1	-1	0	3	-1	1	-1	8	-17	1

For reference, part of the list above.
SMILES	TDP2 inh	mABHD4 FP	TCR-CD3 inh	rCAG RNA binder	PRMT1 FP inh	GC-B act	MBD2 DNA inh	LEDGF integ inh	HTRA1 inhibitor	SIAE primary
O=C(NCC(=O)N1CCN(c2cccc(Cl)c2)CC1)c1ccc(Br)o1	-20	-3	-4	-6	-5	-6	-3	0	-3	-3
COC(=O)c1ccccc1NC(=O)c1cc2ccccc2o1	-2	-2	-6	1	0	-1	4	-5	-16	-15
O=C(CSc1nnc(Cn2cnc3ccccc32)o1)Nc1cccc2ccccc12	-3	4	3	4	6	1	-3	1	-3	1
CC(C)Cn1c(O)c2ccc(C(=O)N=NC(=O)c3cccnc3)cc2c1O	-7	-2	-5	0	3	4	4	-6	6	2
CCN(CC)CC(C(=O)N(CC)CC)P(=O)(c1ccccc1)c1ccccc1 (stereo unspecified)	-3	0	4	-1	-1	-9	3	-1	5	6
Cc1csc(N2CCCC2c2nc3cc(C(F)(F)F)ccc3n2CCOCCO)n1 (stereo unspecified)	3	9	2	7	2	-1	-4	-3	-4	2
COc1ccc(C(C(=O)NCc2ccc(F)cc2)N(C(=O)c2csnn2)C2CC2)cc1 (stereo unspecified)	-6	-3	0	-1	-4	-6	-2	4	-3	-2
CCOC(=O)Nc1ccc2c(c1)N(CCCN(C)C)c1ccccc1CC2	-3	7	-8	-8	2	-3	-1	-8	13	2
CC1Cn2c(nc(=O)c3c2NCN(CCc2ccccc2)C3)S1 (stereo unspecified)	-12	8	1	2	2	2	-1	3	-4	1
CCOc1ccc(-n2c(-c3ccc(OC)cc3)c[n+]3c2CCCCC3)cc1	4	0	0	0	-2	-1	-4	-1	11	-7
O=C1CCN(c2ccc([N+](=O)[O-])cc2F)CC1	-7	1	-2	1	-1	-1	-4	1	11	2
Cn1c(SC/C=C/c2ccccc2)nnc1-c1cnccn1	-4	1	-2	0	-1	0	-2	0	0	7
Nn1c(Nc2ccccc2)nc2ccccc2c1=O	9	-2	4	0	1	-1	2	-1	0	-3

A portion of the library; the hit share may differ from the screen's.
